# Screening results as filed in PubChem BioAssay.
# MEX-5 binding = C. elegans MEX-5 TCR-2 RNA binding activity; MEX-5/FITC-TCR2 RNA binding, fluorescence polarization; stronger effect = lower value; actives 0.38% (n = 300,000); activity score (negative = inhibition of binding), % at 10 µM; Q9XUB2;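 active = inhibition past about -25% in most replicates, and total fluorescence under double the plate's negative control median, limit read from the data; inconclusive = replicates evenly split on the limit, or fluorescence at least double controls; inactive = too little inhibition in most replicates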;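 note: 0% = DMSO and -100% = 5 µM competing unlabeled TCR2 RNA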
# MCL1 BIM primary = MCL1-BIM-BH3 interaction inhibition (human). Q07820. GST-MCL1 / FITC-Bim-BH3 fluorescence polarization. inhibition, % at 10.9 µM. actives 0.68% (n = 320,000);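 active = inhibition above the mean inhibition of all tested compounds plus 3 SD, set per campaign, cut at about 40% in these data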;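 note: 0% = DMSO wells and 100% = unlabeled Bim-BH3 peptide control; higher means more loss of mP so more displacement of Bim peptide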
# Target sequence (Q07820 whole entry, looked up): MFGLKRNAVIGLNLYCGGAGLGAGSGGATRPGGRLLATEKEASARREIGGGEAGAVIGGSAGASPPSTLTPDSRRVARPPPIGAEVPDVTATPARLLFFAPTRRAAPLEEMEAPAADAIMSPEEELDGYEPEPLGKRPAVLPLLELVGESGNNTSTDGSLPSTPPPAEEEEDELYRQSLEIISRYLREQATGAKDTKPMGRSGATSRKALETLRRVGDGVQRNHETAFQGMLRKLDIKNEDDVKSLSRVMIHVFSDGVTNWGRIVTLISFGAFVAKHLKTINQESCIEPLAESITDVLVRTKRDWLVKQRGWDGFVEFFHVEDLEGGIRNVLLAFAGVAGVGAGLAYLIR
# GRK2 aptamer HTS = blocks RNA aptamer binding to human GRK2; P25098; AID 488847; bead flow cytometry, FAM-aptamer displacement from GRK2; inhibition of aptamer binding, % at 10 µM; actives 0.59% (n = 330,000);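 active = inhibition of aptamer binding above 40%, roughly 3 SD of noise, on plates passing a quality check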;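 note: median bead fluorescence of bound FAM aptamer so fluorescent compounds give negative values; no value below 0 was filed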
# VLA-4 inh = inhibition in a human VLA-4 binding assay | VLA-4 expressing cells, ligand binding flow cytometry | actives 0.2% (n = 330,000) | inhibition, % (about 7 µM as worked out from the volumes in the protocol) | P13612; in the data active = inhibition above about 50%
# GLD-1 RNA inh = GLD-1-TGE RNA interaction inhibition (C. elegans). Q17339. purified GLD-1 + fluorescein TGE RNA, fluorescence polarization. inhibition, % at 5.96 µM. actives 0.44% (n = 320,000);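 active = percent inhibition above a per-plate cutoff, the plate mean of test compounds plus 3 SD, cut at about 30% in these data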;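 note: 0% = DMSO wells with GLD-1 and probe and 100% = wells lacking GLD-1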
# Target sequence (Q17339 whole entry, looked up): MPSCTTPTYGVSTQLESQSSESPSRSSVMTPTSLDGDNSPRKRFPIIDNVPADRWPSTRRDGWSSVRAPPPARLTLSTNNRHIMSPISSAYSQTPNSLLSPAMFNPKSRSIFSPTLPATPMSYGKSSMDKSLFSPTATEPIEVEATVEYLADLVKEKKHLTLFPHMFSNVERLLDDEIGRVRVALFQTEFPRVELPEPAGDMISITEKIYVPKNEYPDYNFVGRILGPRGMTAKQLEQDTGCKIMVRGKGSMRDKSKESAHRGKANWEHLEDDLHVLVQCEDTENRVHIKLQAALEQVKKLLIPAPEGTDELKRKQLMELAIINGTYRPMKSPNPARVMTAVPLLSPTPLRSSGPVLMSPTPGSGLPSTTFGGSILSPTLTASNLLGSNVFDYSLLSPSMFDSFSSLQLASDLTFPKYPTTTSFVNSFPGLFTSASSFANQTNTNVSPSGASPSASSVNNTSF
# CIT2-GFP yeast = modulators of TOR pathway CIT2-GFP in S. cerevisiae | S. cerevisiae CIT2-GFP strain, flow cytometry, 3 h; 100 means same as DMSO wells | GFP response vs DMSO, % at 10 µM | actives 0.065% (n = 320,000) | AID 2029;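 active = GFP response relative to DMSO above a set limit, near the screen mean plus 3 SD, cut at about 150% in these data; inconclusive = Fewer than 70 cells measured for a yeast strain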;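 note: ratio of well median GFP fluorescence to mean of DMSO wells on the plate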
# AGP1 TOR yeast = yeast TOR pathway AGP1-GFP modulation; S. cerevisiae AGP1-GFP multiplex flow cytometry, 3 h; GFP as percent of DMSO wells; GFP response vs DMSO, % at 10 µM; actives 0.02% (n = 320,000);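 active = GFP response relative to DMSO above a set limit, near screen average plus 3 SD, cut at about 150% in these data; inconclusive = fewer than 70 cells counted for the yeast strain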;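 note: median GFP channel fluorescence of the gated AGP1 strain per well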
# Yeast superoxide = caloric restriction mimetics inhibiting age-related superoxide in yeast; AID 2690; actives 0.18% (n = 330,000); S. cerevisiae aged cells, superoxide DHE fluorescence; stronger effect = lower value; superoxide response (% of plate mean), % at 10 µM;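 active = superoxide response under a set limit, about three screen SD below normal, cut at about 65% in these data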;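 note: yeast aged for seven days with compound at 30 °C before DHE staining; 100% = average MFI of all compound-treated wells on the plate with controls excluded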
# Bcl-xL primary = inhibitors of human Bcl-xL | inhibition, % at 10.9 µM | GST-Bcl-xL / FITC-Bim BH3 peptide fluorescence polarization | actives 0.7% (n = 320,000);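 active = inhibition above the mean of all tested compounds plus 3 SD, cutoff set per campaign, cut at about 30% in these data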;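 note: 0% = DMSO wells and 100% = unlabeled Bim-BH3 peptide competitor; inhibitors lower millipolarization by displacing the labeled peptide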
# Target sequence (Q07817 whole entry, looked up): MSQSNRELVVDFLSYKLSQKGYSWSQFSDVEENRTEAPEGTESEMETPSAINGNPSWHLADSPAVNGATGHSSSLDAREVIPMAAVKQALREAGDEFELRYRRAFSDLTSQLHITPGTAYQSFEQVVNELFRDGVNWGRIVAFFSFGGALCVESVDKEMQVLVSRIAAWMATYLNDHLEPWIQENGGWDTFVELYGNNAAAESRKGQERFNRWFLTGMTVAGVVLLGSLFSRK
# An asterisk follows results filed as active; ? = inconclusive; . = no result given; [ ] = remark or other dose.
SMILES,MEX-5 binding,MCL1 BIM primary,GRK2 aptamer HTS,VLA-4 inh,GLD-1 RNA inh,CIT2-GFP yeast,AGP1 TOR yeast,Yeast superoxide,Bcl-xL primary
C=C(C)CN(CC)C(=O)CC1C(=O)NCCN1C (stereo not given),3.2,2.8,1.0,1.7,6.5,95.7,97.8,98.2,10.0
O=C(COc1ccccc1)Nc1c(Cl)ccc2nsnc12,2.3,-5.0,0.0,7.3,1.0,98.1,95.0,97.0,0.0
Cc1ccc(/C=N/NC(=O)c2ccc3ccccc3c2)s1,1.8,8.8,21.0,3.6,5.7,93.6,85.6,93.2,4.9
CC(=O)c1c(C)n(-c2ccccc2Br)c2ccc(O)cc12,-0.2,.,3.0,-10.4,.,107.0,105.1,102.2,.
CCOC(=O)CN1NC2(CCCCCCC2)NC1=S,0.4,-21.8,2.0,9.3,-3.4,103.0,107.4,93.1,4.7
CCN1C(=O)N(C)C(N(O)C(=O)NC)C1(C)C (stereo not given),-3.3,-3.5,0.0,4.5,-1.8,95.6,106.3,91.1,9.6
NC(=S)N/N=C1\CC(n2nnnc2-c2ccccc2Cl)C2COC1O2 (stereo not given),0.9,4.1,0.0,-3.4,2.4,105.1,99.5,89.5,7.8
C#CCOCCOCCOCCNc1nc(N2CCN(C(=O)CCCCCCCCCCNC(=O)Cn3cc(C[C@@H](C)O)nn3)CC2)nc(N2CCN(C(=O)CCCCCCCCCCNC(=O)[C@H](CCCCN)n3cc(C[C@@H](C)CC)nn3)CC2)n1,.,-4.7,0.0,7.3,0.4,96.5,86.4,103.7,-5.9
COc1ccc(NS(=O)(=O)c2cccc(C(=O)NNC(=O)CNC(=O)c3ccco3)c2)cc1,-0.4,-3.6,0.0,9.4,-7.1,90.8,97.1,87.1,-2.1
COc1ccc(/C=N/NC(=O)c2sc(C)nc2C)cc1,2.8,-17.1,5.0,11.4,-10.0,88.2,86.1,110.0,-16.1
O=C(/C=C/c1cccc([N+](=O)[O-])c1)NCc1cccnc1,-0.4,11.5,0.0,1.8,1.5,91.4,92.3,83.8,13.5
Cc1cc(C(=O)O)ccc1N/C=C1\CCCC(C)C1=O (stereo not given),-13.9,19.6,0.0,18.5,14.8,74.8,85.1,98.0,21.8
O=C(C1CCCN(S(=O)(=O)c2cccs2)C1)N1CCN(C2CCCCC2)CC1 (stereo not given),-1.6,7.4,2.0,7.4,-6.6,107.1,115.1,122.9,6.8
COc1cccc(CN(C)C(=O)CN2C(=O)NC3(CCCc4ccccc43)C2=O)c1 (stereo not given),.,7.1,1.0,8.6,-7.7,94.9,103.5,98.9,1.5
CCCCCc1c(O)nc(SCCN2CCOCC2)[nH]c1=O,2.0,0.4,0.0,14.7,0.5,102.4,99.8,97.8,3.9
COC(=O)[C@]1(C)CCC[C@@]2(C)C3CC[C@@]4(C)C[C@]3(CCC21)CC(=O)N4 (stereo not given in full),.,-3.5,3.0,19.1,-2.8,99.1,71.7,108.6,-2.0
C/C(=N\NC(=O)c1cc(-c2cccnc2)nc2ccccc12)c1ccc(O)cc1O,-2.8,-1.8,3.0,14.9,-2.0,104.4,106.7,92.9,10.2
CC(=O)c1cccc(NC(=O)N2CCN(S(C)(=O)=O)CC2)c1,1.2,6.7,4.0,6.1,6.7,99.8,103.4,102.9,3.4
COC(=O)c1cnn(-c2ccccc2)c1-n1cccc1C=O,-0.1,5.0,5.0,2.7,-3.1,108.7,105.6,105.9,5.9
CCOc1cc2[nH]c(=O)n(CCCCCC(=O)NCc3ccco3)c(=O)c2cc1OCC,-0.8,4.0,0.0,-5.9,0.8,?,19.6[may fluoresce violet],100.1,4.0
O=C(CSc1cccc(C(F)(F)F)c1)NC(=O)c1ccccc1,-1.9,0.4,1.0,-1.6,4.2,89.5,90.9,86.7,4.8
COc1ccccc1C(=O)C1CCCN(Cc2cccc3nccnc23)C1 (stereo not given),1.4,2.6,0.0,7.3,3.6,97.6,102.9,108.8,-3.4
C=C(C)c1cccc(C(C)(C)NC(=O)NCCCn2ccnc2)c1,-0.7,5.3,0.0,-8.0,5.1,102.0,106.9,102.0,-1.5
CSc1ccc(CNCC2CCCO2)cc1 (stereo not given),1.1,1.2,2.0,6.9,1.7,104.2,103.9,99.2,7.7
CC1CCCN(c2c([N+](=O)[O-])cc(C(=O)O)cc2[N+](=O)[O-])C1 (stereo not given),2.0,-7.6,0.0,9.3,3.4,114.3,83.2,137.2,9.6
c1ccc(-c2cc3ccccc3nc2N2CCCC2)cc1,-0.3,4.4,1.0,2.0,-2.2,91.2,100.6,96.2,-1.9
CC(C)Oc1ccc(C(=O)OCC(=O)N2CCCc3ccccc32)cc1,1.8,-2.8,0.0,5.8,3.1,98.5,103.9,106.5,-0.8
O=C(Nc1ccc(C(=O)NC2CCCCC2)cc1)c1cncc(Br)c1,-0.2,7.0,1.0,11.7,2.0,99.8,102.3,127.1,11.7
COCCN1C(=O)N[C@@H](CCc2ccccc2)[C@@H](C(=O)OC)[C@H]1C,-2.6,-1.8,3.0,1.4,8.0,101.9,106.9,96.5,-0.6
O=C(CSc1nnc(-c2cccc(Br)c2)o1)N1CCOCC1,3.3,-3.8,0.0,-0.1,0.3,85.9,84.8,94.1,-1.5
O=C(COc1ccc2c(c1)CCC2)NCc1ccccc1,-3.1,2.4,0.0,3.5,-3.8,89.3,92.4,104.4,11.5
CCCc1cc(=O)n2[nH]c(-c3ccccc3)cc2n1,-0.2,11.6,5.0,0.9,-3.0,94.8,87.3,98.5,6.9
COc1cc(CCCN2C(=O)C(=O)NC[C@@H]2Cc2ccc(O)cc2)cc(OC)c1OC,2.3,1.4,0.0,1.8,-2.3,96.6,95.2,106.0,2.0
O=C(OCc1ccc(Br)cc1)c1cccnc1,0.2,1.9,0.0,25.2,0.3,91.7,91.7,102.6,0.7
CC(=O)Nc1cc(OC(=O)c2ccco2)cc(OC(=O)c2ccco2)c1,1.5,6.6,0.0,10.3,0.6,95.7,101.1,110.3,2.2
CC(C)C(NC(=O)c1c(F)cccc1F)C(=O)NNC(=O)c1ccccc1 (stereo not given),.,.,2.0,-0.3,2.1,83.7,85.6,87.7,.
CCOc1ccc(OCCNC2CCCC2)cc1,-0.3,5.4,0.0,6.9,8.1,89.7,92.8,105.4,-2.5
Cc1ccccc1C(=O)N1CCC(C(=O)N2CCN(Cc3ccc4c(c3)OCO4)CC2)CC1,.,.,0.0,-0.5,0.1,121.5,104.5,75.9,.
Cc1nonc1C1CCCN1C(=O)c1cc(COc2ccc(F)cc2Cl)on1 (stereo not given),-1.2,2.2,0.0,0.3,-9.6,102.8,102.6,98.6,-0.1
CC(=O)Nc1ccc(S(=O)(=O)N(C#N)c2nc(N(C)C)nc(N(C)C)n2)cc1,2.0,3.1,.,0.1,3.9,101.7,96.8,98.7,2.2

# Grouped by structure, those above with a nitro group on carbon.
SMILES,MEX-5 binding,MCL1 BIM primary,GRK2 aptamer HTS,VLA-4 inh,GLD-1 RNA inh,CIT2-GFP yeast,AGP1 TOR yeast,Yeast superoxide,Bcl-xL primary
O=C(/C=C/c1cccc([N+](=O)[O-])c1)NCc1cccnc1,-0.4,11.5,0.0,1.8,1.5,91.4,92.3,83.8,13.5
CC1CCCN(c2c([N+](=O)[O-])cc(C(=O)O)cc2[N+](=O)[O-])C1 (stereo not given),2.0,-7.6,0.0,9.3,3.4,114.3,83.2,137.2,9.6

# Remaining list, next part.
SMILES,MEX-5 binding,MCL1 BIM primary,GRK2 aptamer HTS,VLA-4 inh,GLD-1 RNA inh,CIT2-GFP yeast,AGP1 TOR yeast,Yeast superoxide,Bcl-xL primary
CN(C)S(=O)(=O)c1cccc(-c2nn(-c3ccccc3)cc2/C=C(/C#N)C(=O)NCc2ccco2)c1,0.1,-2.9,2.0,7.8,-3.6,87.6,82.9,97.8,1.1
CSc1ncc(CN2CCC(C(=O)Nc3cccc(-c4cscn4)c3)CC2)cn1,-0.8,-0.9,0.0,6.4,1.0,99.2,101.1,104.3,0.7
COc1ccc(C(C)=O)cc1COC(=O)[C@H](Cc1ccccc1)NC(=O)c1ccco1,.,.,1.0,4.3,-0.8,109.2,102.3,97.2,.
CN1CCN(CC/C=C2/c3ccccc3Sc3ccc(S(=O)(=O)N(C)C)cc32)CC1,0.3,3.2,0.0,25.6,5.9,93.6,88.3,111.5,2.5
Cc1ccc(/C=C2/SC(=S)N(CCC(=O)N3CCOCC3)C2=O)cc1,-2.1,8.1,0.0,18.7,11.2,106.8,26.7,87.3,9.3
NC(=O)CC(NC(=O)Cc1ccc(Br)cc1)c1ccc(N2CCC(Br)CC2)c([N+](=O)[O-])c1 (stereo not given),1.1,10.0,1.0,-0.1,-2.4,116.7,92.3,119.4,9.9
Brc1ccc2ncnc(NCc3ccco3)c2c1,-0.5,7.1,2.0,-7.0,10.0,109.7,111.0,93.5,6.5
Cc1ccc(S(=O)(=O)N2CCN(Cc3nc4ccccc4n3C)CC2)cc1,0.9,4.3,0.0,14.9,8.4,93.4,104.2,86.4,-0.7
COC(=O)c1ccsc1NC(=O)c1cccc(OC)c1,-2.4,5.8,0.0,12.1,-4.7,106.3,100.7,93.7,3.5
O=C(CSc1ccc(-c2ccccc2)nn1)c1cccs1,1.6,-1.0,1.0,7.9,-0.3,93.4,96.1,103.9,6.9
CCOC(=O)N1CCN(c2ccc(O)cc2)CC1,-1.3,8.8,0.0,2.5,7.5,104.8,103.9,89.2,13.2
Cc1ccc2[nH]c(=O)c(CN(CCc3ccccc3)Cc3nnnn3CC3CCCO3)cc2c1 (stereo not given),1.3,-0.8,0.0,-2.9,3.9,104.9,102.8,94.5,-0.6
COC(=O)c1ccc(NC(=O)COc2ccc(S(=O)(=O)NC(C)C)cc2)cc1,-2.4,-7.1,0.0,-40.5,-5.2,80.2,83.9,101.2,1.9
NS(=O)(=O)c1ccc(NC(=O)CN2CCN(Cc3ccccc3)CC2)cc1,-1.4,3.1,2.0,-13.0,2.9,102.8,97.4,95.2,6.5
O=C(Nc1ccc2nc(-c3cccnc3)[nH]c2c1)C1CCCCC1,-1.7,4.4,1.0,-5.8,-0.7,97.4,95.5,105.6,5.3
CC1=CCC(C(=O)O)C(C(=O)Nc2ccc(-c3nc4ccc(C)cc4s3)cc2)C1 (stereo not given),-0.1,4.0,22.0,6.0,-3.8,91.9,67.6,104.7,-0.9
CC1CCN(C(=O)c2cc3nc(C4CC4)cc(C(F)(F)F)n3n2)CC1,-2.1,2.5,1.0,5.7,1.8,92.9,101.0,104.9,2.6
CCNc1ccccc(-c2ccc3ccccc3n2)c1=O,-1.2,27.4,6.0,-2.0,12.9,103.4,92.6,96.5,22.1
COc1ccc(NC(=O)COc2ccc(/C=C/c3cccc[n+]3C)cc2OC)cc1,-0.4,-29.6,0.0,0.5,9.4,108.6,104.2,97.2,-15.2
O=C(NC(=S)N1CCCc2ccccc21)c1ccccc1,0.1,7.5,2.0,-4.6,2.2,95.3,94.4,93.8,3.9
CN1C(=O)C(CC(=O)Nc2ccccc2F)N(NC(=O)c2ccc(Br)cc2)C1=S (stereo not given),-0.8,-2.3,0.0,-5.9,8.6,113.6,107.5,91.7,-4.6
COc1ccc(C[C@H]2CN3C(=NC[C@@H]3C(C)C)N2CCNC(=O)c2ccc(C)c(Br)c2)cc1,1.0,-7.8,4.0,11.3,-7.0,91.2,100.3,103.2,-3.1
